Assay outcomes: PubChem BioAssay, National Center for Advancing Translational Sciences (NCATS)
A549 viability = A549 cytotoxicity, counter-screen for Nrf2 inhibitors; A549 ARE-Fluc cells, CellTiter-Fluor viability, 18-24 h; Potency, µM (highest dose often 46 µM), inactives show at the top dose activity change, negative = cytotoxicity, actives largely listed as inhibitors; actives 0.16% (n = 390,000); note: potency is the fitted concentration of half-maximal effect; % is set by controls: 0 for no effect and ±100 for the full control effect
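A549 ARE-Fluc cells in 5% FBS OPTI-MEM, 5000 cells/well, rested 2 h then exposed to compounds in concentration-response for 18-24 h at 37 °C. Viability by CellTiter-Fluor fluorescence (Ex 405/Em 525) after 30 min; luciferase luminescence (BugLite, 15 min, RT) read afterwards.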
HepG2 viability = kills HepG2 cells in TGF-b inhibitor counter-screen. HepG2 CAGA-GFP viability, ATP luminescence, 18 h. actives 0.76% (n = 410,000). Potency, µM (top dose mostly 46.1 µM), inactives show top-dose activity change, negative = cytotoxicity, most hits filed as cytotoxic; note: potency is the fitted concentration of half-maximal effect; some results filed as inactive show a strong effect at the top dose
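CellTiter-Glo luminescence gave cytotoxicity after 18 hours at 37 degrees C. The cells were HepG2 CAGA-GFP in 1% FBS DMEM, stimulated with 500 pg/mL TGF-beta after compound addition. %Activity was normalised to no-cell wells (complete cell-killing) and DMSO (no toxicity), and curves were fitted and classified.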
S2 tox = cell viability loss in ATXN counter-screen | S2 cells (HEK-293 line with an ATXN2-luciferase reporter) viability, CellTiter-Fluor protease fluorescence, 24 h | Potency, µM (doses to about 56.7 µM), hits mostly cytotoxic | actives 0.49% (n = 400,000) | AID 651635; note: potency is the fitted concentration of half-maximal effect; nearly all actives have a fitted effect of over 40% in size
TGFb SMAD3 inh = inhibitors of TGF-b signaling. actives 1.2% (n = 410,000). Potency, µM (titrated, usually from 46.1 µM), inactives show top-dose activity, negative = inhibition, hits mostly inhibitors. HepG2 CAGA-GFP TGF-b/SMAD3 reporter, GFP fluorescence, 18 h; TGF-beta stimulated, 500 pg/mL final; note: potency is the fitted concentration of half-maximal effect; % is set by controls: 0 for no effect and ±100 for the full control effect; nearly all actives have a fitted effect of over 65% in size
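Inhibition was scored as loss of TGF-beta-induced (500 pg/mL final, 18 hours, 37 degrees C) GFP in HEPG2 cells carrying a CAGA-GFP reporter, in DMEM with 1% FBS. Well GFP was summed per cell; Activity was normalised to unstimulated and stimulated DMSO wells, then concentration-response fitting.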
Nrf2 ARE act = activates Nrf2 signaling. AREc32 ARE-luciferase reporter (MCF7-derived line), luminescence, 24 h. Potency, µM (highest dose often 46.1 µM), for inactives: top-dose activation, hits mostly activators. actives 0.31% (n = 410,000). AID 624171; note: potency is the fitted concentration of half-maximal effect; % of control where 0% means no effect; nearly all actives have a fitted effect of over 65% in size
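Luciferase luminescence (Steady-Glo, 30 min at room temperature) served as the read-out of ARE activation in AREc32 cells treated with compounds for 24 hr at 37 deg C.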
MmCpn inh = M. maripaludis TRiC chaperonin inhibition; purified Mm-Cpn ATPase, ADP Transcreener TR-FRET; Potency, µM (series often up to 76.9 µM), for inactives: at the top dose activity, negative = inhibition, actives largely listed as inhibitors; actives 0.031% (n = 330,000); note: potency is the fitted concentration of half-maximal effect; % is set by controls: 0 for no effect and ±100 for the full control effect; nearly all actives have a fitted effect of over 80% in size
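ATP (10 uM final) was added to archaeal chaperonin (25 nM final) after 10 min exposure to test compound at 37°C; after 30 min further incubation, ADP was detected by competitive TR-FRET.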
Akt phos inh = Akt phosphorylation inhibition. AID 651550. activity change, % for hits at 50 µM. Neuro2A IGF-stimulated pAkt S473 HTRF, 20 min; active compounds read low. actives 0.32% (n = 360,000); in the data active = activity change below about -80%; inconclusive = mostly about -51% to -80%; note: % is set by controls: 0 for no effect and ±100 for the full control effect
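Neuro2A cells in DMEM with 0.5% FBS, overnight at 37 deg C, given compound at single 50 µM final, then IGF (6 nM final) for 20 min at 37 deg C. Lysed; phospho-Akt Ser473 by HTRF after 24 h, 665/615 ratio.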
Nrf2 inh = Nrf2 pathway inhibition. Potency, µM (highest dose often 46 µM), inactives show top-dose activity change, negative = inhibition, hits mostly inhibitors. actives 2.1% (n = 360,000). A549 ARE-Fluc reporter, luciferase luminescence, 18-24 h; note: potency is the fitted concentration of half-maximal effect; % is set by controls: 0 for no effect and ±100 for the full control effect; nearly all actives have a fitted effect of over 60% in size
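A549 ARE_Fluc cells, 5000/well, 5% FBS OPTI-MEM; compounds in dose-response, 18-24 h at 37 °C/5% CO2; CellTiter-Fluor viability read (Ex 405/Em 525), then BugLite luciferase luminescence = Nrf2 activity.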
CCT modulator = cytosolic chaperonin activity modulation | actives 0.3% (n = 360,000) | AID 651819 | purified chaperonin ATPase assay, HTRF ADP detection, 30 min | activity change, % (no concentration beside the values), hits read low; in the data active = activity change below about -30%; note: % is set by controls: 0 for no effect and ±100 for the full control effect
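ATPase activity: ADP formed was measured by HTRF Transcreener (665/615 nm ratio) after 30 min at 37 deg C with 10 uM ATP. Compounds screened at one 76 uM concentration against 40 or 20 nM TRiC in Tris pH 7.4/KCl/MgCl2/DTT buffer.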
Starred values were filed as active, the others as inactive. Unless noted, calls come from the whole dose curve; as a rule, active = well fitted curve in the direction sought with a large enough effect; inconclusive = small, poorly fitted or top-dose-only effect, or another doubt; inactive = no such curve, though single readings can be large; an effect the other way counts as inactive or inconclusive. The order is random; about 4.4% have a hit in one of these screens.

How did COc1cc2c(cc1OC)CN(c1nc(CN3CCCC3)nc3sc(C)c(C)c13)CC2 do in these assays?
A549 viability: -19%; HepG2 viability: -17%; S2 tox: inactive; TGFb SMAD3 inh: -16%; Nrf2 ARE act: 4.8%; MmCpn inh: -1%; Akt phos inh: inactive; Nrf2 inh: 10%; CCT modulator: -0.1

How did O=c1[nH]c(SCc2cccc(Cl)c2)nc2c1CCC2 do in these assays?
A549 viability: 3%; HepG2 viability: -2%; S2 tox: inactive; TGFb SMAD3 inh: 9%; Nrf2 ARE act: 0.0%; Nrf2 inh: inconclusive

What do the screens show for `O=C(CN1C(=O)C2CCCCC2C1=O)Nc1nc(-c2ccccn2)cs1` (centres undefined)?
A549 viability: -10%; HepG2 viability: 0%; S2 tox: inactive; TGFb SMAD3 inh: -13%; Nrf2 ARE act: -0.6%; MmCpn inh: 1%; Akt phos inh: inactive; Nrf2 inh: inconclusive; CCT modulator: -0.9

Results for COc1ccc(-c2noc(-c3nnn(-c4ccc(C(C)C)cc4)c3C)n2)cc1OC ?
A549 viability: 1%; HepG2 viability: -18%; Nrf2 ARE act: 1.0%; Nrf2 inh: inconclusive

What do the screens show for `CN1Cc2c(N3CCOCC3)nc3sc(C#N)c(N)c3c2CC1(C)C`?
A549 viability: 5%; HepG2 viability: -9%; S2 tox: inactive; TGFb SMAD3 inh: 13%; Nrf2 ARE act: 0.2%; MmCpn inh: -4%; Akt phos inh: inactive; Nrf2 inh: 9%; CCT modulator: -0.6

What do the screens show for `C=CCn1cc(C(=O)N2CCN(c3ccccc3)CC2)c(=O)c2cc(S(=O)(=O)N3CCCC3)ccc21`?
A549 viability: 4%; HepG2 viability: 0%; S2 tox: inactive; TGFb SMAD3 inh: 0%; Nrf2 ARE act: 0.3%; MmCpn inh: 0%; Akt phos inh: inactive; Nrf2 inh: -23%; CCT modulator: 1.6

What do the screens show for `COc1ccc(-n2nnnc2SCC(=O)c2ccc(O)c(O)c2)cc1`?
A549 viability: -19%; HepG2 viability: -8%; S2 tox: inactive; TGFb SMAD3 inh: -8%; Nrf2 ARE act: 0.1%; MmCpn inh: 1%; Akt phos inh: inactive; Nrf2 inh: inconclusive; CCT modulator: 0.4

How did COc1ccccc1N1CCN(C(=O)c2cc(S(=O)(=O)N3CCCCC3)ccc2C)CC1 do in these assays?
A549 viability: 1%; HepG2 viability: -3%; S2 tox: inactive; TGFb SMAD3 inh: 16%; Nrf2 ARE act: 0.2%; MmCpn inh: inconclusive; Akt phos inh: inactive; Nrf2 inh: -5%; CCT modulator: -1.3

What do the screens show for `COc1ccc2c(=O)c(-c3ccccc3)c(C)oc2c1`?
A549 viability: 8%; HepG2 viability: -29%; S2 tox: inactive; TGFb SMAD3 inh: -2%; Nrf2 ARE act: 3.0%; MmCpn inh: 2%; Akt phos inh: inactive; Nrf2 inh: 1%; CCT modulator: 0.5

How did Cc1nn(CC(=O)Nc2ccc(C(=O)N(C)C)cc2)c(=O)c2ccccc12 do in these assays?
A549 viability: -3%; HepG2 viability: -3%; S2 tox: inactive; TGFb SMAD3 inh: 12%; Nrf2 ARE act: -0.2%; MmCpn inh: 2%; Akt phos inh: inactive; Nrf2 inh: 6%; CCT modulator: -0.2

How did Cc1ccc(C)c(S(=O)(=O)N2CCCOC2CNC(=O)C(=O)NCc2ccco2)c1 (centres undefined) do in these assays?
A549 viability: 9%; HepG2 viability: -5%; S2 tox: inactive; TGFb SMAD3 inh: 10%; Nrf2 ARE act: 0.4%; MmCpn inh: -1%; Akt phos inh: inactive; Nrf2 inh: -20%; CCT modulator: -2.3

How did Cc1cccc(Nc2nc(-c3cccs3)cs2)n1 do in these assays?
A549 viability: 0%; HepG2 viability: -19%; S2 tox: inactive; TGFb SMAD3 inh: 13µM*; Nrf2 ARE act: inconclusive; MmCpn inh: -3%; Akt phos inh: inactive; Nrf2 inh: inconclusive; CCT modulator: -3.0

How did CCCOc1ccc(N2CC(C(=O)Nc3ccccc3F)CC2=O)cc1 (centres undefined) do in these assays?
A549 viability: 1%; HepG2 viability: -2%; S2 tox: inactive; TGFb SMAD3 inh: -20%; Nrf2 ARE act: -0.2%; MmCpn inh: 0%; Akt phos inh: inactive; Nrf2 inh: -6%; CCT modulator: 0.6

Results for Cc1cccc(N2CCN(C(=O)C3CC(=O)N(c4ccc5c(c4)OCCO5)C3)CC2C)c1 (centres undefined) ?
A549 viability: -24%; HepG2 viability: 1%; S2 tox: inactive; TGFb SMAD3 inh: -20%; Nrf2 ARE act: -0.1%; MmCpn inh: 0%; Akt phos inh: inactive; Nrf2 inh: -21%; CCT modulator: 1.3

Results for Cc1ccccc1OCCC(=O)OCC(=O)NCCc1ccccc1 ?
A549 viability: 2%; HepG2 viability: -32%; S2 tox: inactive; TGFb SMAD3 inh: -9%; Nrf2 ARE act: -0.1%; MmCpn inh: 2%; Akt phos inh: inactive; Nrf2 inh: -6%; CCT modulator: -1.4

Results for CCOc1ccc(C(C)=O)cc1COC(=O)c1ccc2c(c1)NC(=O)CS2 ?
A549 viability: 1%; HepG2 viability: -36%; S2 tox: inconclusive; TGFb SMAD3 inh: inconclusive; Nrf2 ARE act: -0.4%; MmCpn inh: -6%; Akt phos inh: inactive; Nrf2 inh: inconclusive; CCT modulator: 0.0

Results for CCn1cc(C2=NCCO2)c2ccccc21 ?
A549 viability: -1%; HepG2 viability: -23%; S2 tox: inactive; TGFb SMAD3 inh: -15%; Nrf2 ARE act: 0.0%; MmCpn inh: 2%; Akt phos inh: inactive; Nrf2 inh: 0%; CCT modulator: -1.9

What do the screens show for `Cc1cc(C)c(S(=O)(=O)N2CCOC2CNC(=O)C(=O)NCc2cccnc2)c(C)c1` (centres undefined)?
A549 viability: -3%; HepG2 viability: 0%; S2 tox: inactive; TGFb SMAD3 inh: -1%; Nrf2 ARE act: 0.0%; MmCpn inh: 0%; Akt phos inh: inactive; Nrf2 inh: 10%; CCT modulator: -1.0

How did Cc1ccc(C(=O)NCCC2=CCCCC2)cc1S(=O)(=O)N1CCCCC1 do in these assays?
A549 viability: inconclusive; HepG2 viability: -6%; S2 tox: inactive; TGFb SMAD3 inh: inconclusive; Nrf2 ARE act: 7.5%; MmCpn inh: -2%; Akt phos inh: inactive; Nrf2 inh: 23µM*; CCT modulator: 1.7

How did O=S(=O)(c1cnc[nH]1)N1CCN(c2ccc(F)cc2)CC1 do in these assays?
A549 viability: 5%; HepG2 viability: -7%; S2 tox: inactive; TGFb SMAD3 inh: -5%; Nrf2 ARE act: -0.7%; MmCpn inh: -2%; Akt phos inh: inactive; Nrf2 inh: -12%; CCT modulator: -3.9

What do the screens show for `COc1ccccc1N(CC(O)CN1CCCC1)S(=O)(=O)c1ccccc1` (centres undefined)?
A549 viability: -3%; HepG2 viability: 0%; S2 tox: inactive; TGFb SMAD3 inh: 8%; Nrf2 ARE act: 0.0%; MmCpn inh: 0%; Akt phos inh: inactive; Nrf2 inh: 1%; CCT modulator: -1.4

How did COCCN(C(=O)COC(=O)C1(C)CC1(Cl)Cl)c1c(N)n(Cc2ccccc2)c(=O)[nH]c1=O (centres undefined) do in these assays?
A549 viability: 1%; HepG2 viability: 5%; S2 tox: inactive; TGFb SMAD3 inh: -13%; Nrf2 ARE act: 4.4%; MmCpn inh: 1%; Akt phos inh: inactive; Nrf2 inh: 2%; CCT modulator: 1.2

What do the screens show for `CC(=O)/C(=N/Nc1cccc(Cl)c1)N1CCOCC1`?
A549 viability: -5%; HepG2 viability: -23%; S2 tox: inactive; TGFb SMAD3 inh: 5%; Nrf2 ARE act: 2.6%; MmCpn inh: -9%; Akt phos inh: inactive; Nrf2 inh: -13%; CCT modulator: -1.0

Results for CCN(CC)S(=O)(=O)c1ccc(N2CCOCC2)c(NC(=O)CCOc2ccccc2)c1 ?
A549 viability: 21%; HepG2 viability: 7%; S2 tox: inactive; TGFb SMAD3 inh: -1%; Nrf2 ARE act: -0.2%; MmCpn inh: 2%; Akt phos inh: inactive; Nrf2 inh: -4%; CCT modulator: -0.5

Results for CSCCNC(=O)c1cccc(Cl)c1 ?
A549 viability: 0%; HepG2 viability: 1%; S2 tox: inactive; TGFb SMAD3 inh: 2%; Nrf2 ARE act: 0.0%; MmCpn inh: -4%; Akt phos inh: inactive; Nrf2 inh: -10%; CCT modulator: -3.6

What do the screens show for `COC(=O)c1ccc(Cn2nnc3ccccc3c2=O)o1`?
A549 viability: -5%; HepG2 viability: -2%; S2 tox: inactive; TGFb SMAD3 inh: -9%; Nrf2 ARE act: 0.3%; MmCpn inh: -5%; Akt phos inh: inactive; Nrf2 inh: -13%; CCT modulator: -5.4

Results for Oc1c(Cl)cc(Cl)cc1C=Nc1ccc(N2CCOCC2)cc1 ?
A549 viability: -5%; HepG2 viability: 5%; TGFb SMAD3 inh: 12%; Nrf2 ARE act: -0.1%; MmCpn inh: -1%; Akt phos inh: inactive; Nrf2 inh: 4%; CCT modulator: 0.1

Results for CSc1nc(C)c2c(n1)N(c1ccc(C(F)(F)F)cc1)CC2 ?
A549 viability: -11%; HepG2 viability: 10%; S2 tox: inactive; TGFb SMAD3 inh: -23%; Nrf2 ARE act: 0.4%; MmCpn inh: 0%; Akt phos inh: inconclusive; Nrf2 inh: 6%; CCT modulator: 0.9
